PriA SSB inh = inhibitors of Klebsiella pneumoniae PriA binding to SSB C-terminal tail. AlphaScreen SSBct-PriA binding, biotinylated peptide. inhibition, % at 33 µM. 430,000 tested, 0.6% active. AID 1272365; in the data active = inhibition mostly above about 37%, no sharp cut-off; inactive = mostly below about 20%;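 also: plate controls were negative control peptide for no effect and reference peptide for full effect; strong numbers were not always called active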
* marks the source's active call; other numbers are inactive results; & = joins results of further samples. The list is partial (hit frequency here may not be typical).

SMILES | PriA SSB inh
COc1cccc(CNC(=O)c2c(O)nc3scc(C)n3c2=O)c1 | -11
CC(C)N(C(=O)Cn1nc(-c2ccco2)c2sc(N3CCCCC3)nc2c1=O)c1ccccc1 | -9
O=C(NC[C@]1(O)CCc2ccccc2C1)c1ccc2c(c1)OCO2 | -10
Cc1ccc(C(=O)c2ccccc2C(=O)O)cc1Cl | -5
CC(=NNC(=O)c1cc(C)oc1C)c1ccc(C)c([N+](=O)[O-])c1 | -6
CC(=O)Nc1ccc(C(C)=O)c(O)c1 | -5
COc1ccc(C(=O)N2C(=S)C(c3ccccc3)=NC23CCC(C)CC3)cc1OC (configuration not stated) | 37*
O=C(Nc1cccc(Cl)c1)Nc1nc(CC(=O)N2CCN(Cc3ccccc3)CC2)cs1 | 0
O=C(Cc1cccs1)NCc1ccc2[nH]c3c(c2c1)CCCC3 | 18
COCC(=O)N1CCCc2ccc(NS(=O)(=O)c3ccc(OCC(C)C)cc3)cc21 | 9

Six compounds already listed, arranged by SMILES length, low to high:
SMILES | PriA SSB inh
CC(=O)Nc1ccc(C(C)=O)c(O)c1 | -5
Cc1ccc(C(=O)c2ccccc2C(=O)O)cc1Cl | -5
COc1cccc(CNC(=O)c2c(O)nc3scc(C)n3c2=O)c1 | -11
O=C(NC[C@]1(O)CCc2ccccc2C1)c1ccc2c(c1)OCO2 | -10
COCC(=O)N1CCCc2ccc(NS(=O)(=O)c3ccc(OCC(C)C)cc3)cc21 | 9
O=C(Nc1cccc(Cl)c1)Nc1nc(CC(=O)N2CCN(Cc3ccccc3)CC2)cs1 | 0

Next section.
SMILES | PriA SSB inh
COc1ccc(C=NNC(=O)c2ccccc2O)cc1Cn1cc(Cl)cn1 | -2
Cc1ccc(N=C2C=C(SC#N)C(=O)C(SC#N)=C2)cc1 | 12
CCCN1CCCc2cc(CCNC(=O)C(=O)Nc3ccc(F)c(F)c3)ccc21 | 28
O=S(=O)(Cc1noc2ccccc12)Nc1ccc(S(=O)(=O)Nc2ncccn2)cc1 | -3
O=C(Nc1cnn(C2CCOCC2)c1)c1ccccc1C(=O)c1ccccc1 | -27
CCOC(=O)c1ccsc1NC(=O)CN1C(=O)c2ccccc2C1=O | -12
Cc1ccccc1NC(=O)Cn1c(=O)n(CCC(=O)NCCc2ccc(Cl)cc2)c(=O)c2sccc21 | -8
CCN(CC)CCN1C(=O)C(=O)C(=C(O)c2c(C)[nH]c(C(=O)OC)c2C)C1c1ccco1 (configuration not stated) | 1&-13
O=c1[nH]c(=S)n(C2CCCCC2)c(O)c1C=NN1CCOCC1 | -8
COc1ccc(NS(=O)(=O)Cc2ccc(C(F)(F)F)cc2)cc1N1CCCC1=O | -5
CCCS(=O)(=O)N1CCc2ccc(NC(=O)c3ccc(F)c(F)c3)cc2C1 | -8
Nc1nnc(SCC(=O)c2ccc(Cl)s2)s1 | 6
O=C(NN=Cc1ccc2ncccc2c1)c1cccc([N+](=O)[O-])c1 | -4
O=C(NCc1ccc(C(O)c2ccco2)s1)Nc1cccc(C(F)(F)F)c1 (configuration not stated) | -3
O=C(Nc1nnc(-c2cc3ccccc3o2)o1)c1cc(Cl)ccc1Cl | 20
Nc1nc(SCC(=O)Nc2ccccc2Cl)ncc1S(=O)(=O)c1ccc(Cl)s1 | -7&-2
O=C(c1ccccc1)c1ccc(CNC(=O)C2CC2)s1 | -5
Cc1cc(C)n(C(=O)c2scc(-c3ccc(Cl)cc3)c2-n2cccc2)n1 | 20
CCOC(=O)c1ccc(NC(=O)CSc2nnc3[nH]c(=O)ccn23)cc1 | -14
Cc1ccc(C(=O)Nc2nnc(-c3cccc(S(C)(=O)=O)c3)o2)c(C)c1 | -17
CCN(CC)c1ccc(C=NN2C(=O)c3ccccc3C2=O)cc1 | -5
Nc1nonc1-n1nnc(C(=O)NN=Cc2ccoc2)c1-c1ccccc1 | 5
Cc1[nH]c2ccccc2c1C=NNC(=O)Nc1ccccc1 | -8
COc1ccc(C=NOCc2ccccc2C#N)c(OC)c1 | -3
Cc1onc(-c2ccccc2Cl)c1C(=O)NCC1CN(c2ccccc2)C(=O)O1 (configuration not stated) | 17
NC(=O)c1oc2ccccc2c1NC(=O)c1cccc(C(=O)Nc2c(C(N)=O)oc3ccccc23)n1 | -14
CC(CCc1ccccc1)NC(=O)Cc1csc(Nc2ccccc2)n1 (configuration not stated) | 15
COC(=O)c1ccc(NC(=O)C2CCCN(c3ccc(-c4ccc(Cl)cc4)nn3)C2)cc1 (configuration not stated) | -1
COc1ccc(C(=O)NCc2nnc(SCC(=O)NO)n2-c2cccc(F)c2)cc1 | 11
COc1cn2c(cc1=O)C(=O)N(CCNC(=O)CC(c1ccccc1)c1ccccc1)CC2 | -4
O=C(c1cn(-c2cc(N3CCSCC3)ncn2)cn1)N1CCc2ccccc2C1 | -13
CS(=O)(=O)c1ccc(CC(=O)Nc2nnc(CS(=O)(=O)c3ccccc3)o2)cc1 | 2
COc1ccc(NC(=O)NCC#CCN2CCc3ccccc3C2)cc1OC | 2
CCCOc1ccc(-c2csc(NC(=O)c3ccn(C)n3)n2)cc1 | 1
COC(=O)C1C(=O)NC(SCC(=O)Nc2ccc(Br)cc2)=C(C#N)C1c1ccccc1OC (configuration not stated) | 26
COc1cc(C=NO)cc(Br)c1OC | -4
COc1ccc(CN2C(=O)N(CC(=O)NC(C)C)c3ccccc3S2(=O)=O)cc1 | -5
C/C(C=NNC(=O)CSc1nc2ccccc2n1C)=C\c1ccco1 | -8
O=C1c2ccccc2C(=O)N1CCSc1nnc(C2COc3ccccc3O2)n1-c1ccccc1 (configuration not stated) | -2&0
CC(=O)OC(CN(Cc1ccco1)S(=O)(=O)c1ccc(Cl)cc1)Cn1c2ccccc2c2ccccc21 (configuration not stated) | 11
O=C(NCCn1ncccc1=O)c1ncc(-c2ccc(Cl)cc2)o1 | -3
O=C(NCc1cc(-c2ccc(Cl)cc2)on1)c1ccncc1 | 26
COc1ccc(Cl)cc1NC(=O)CSc1nc(C)ccc1C#N | -24
COCCNC(=O)Cc1csc(Nc2cccc(Cl)c2)n1 | -2
CCOC(=O)N1CCN(C(=O)c2cccc(-n3ccc4ccccc43)c2)CC1 | -8
N#Cc1cnc(NC(=O)C2CC2)s1 | 3
O=C(NCc1cnn2ccccc12)C1c2ccccc2Oc2ccccc21 | -31
O=[N+]([O-])c1cc([N+](=O)[O-])c(NN(c2ccccc2)c2ccccc2)c([N+](=O)[O-])c1 | 25
Cn1c(SCC(=O)Nc2ccc3c(c2)OCCO3)nnc1-c1ccc(=O)n(C)c1 | -2
COc1cccc(NC(=S)NCCc2ccc(OC)c(OC)c2)c1 | 8

The listing continues:
SMILES | PriA SSB inh
O=c1c2cnn(C3CCS(=O)(=O)C3)c2ncn1CCc1ccccc1 (configuration not stated) | 4
Cc1ccc(C(=O)Nc2ccc(SCC(=O)Nc3nnc(C)s3)nn2)cc1 | -10
O=C(NCC(F)(F)F)C1CCN(c2cc(-n3cncn3)ncn2)CC1 | 4
CCCc1nnsc1C(=O)NCCCn1ccc2cccnc21 | -1
COc1ccc(OCCn2cc(C(N)=NO)c3ccccc32)cc1 | 9
Cn1cccc1CN(C(=O)C[C@@H](CC(=O)O)c1cccs1)C1CC1 | 1
CC(C)(C)c1ccccc1OCC(=O)Nc1ccc2c(c1)OCCO2 | -13&-10
COc1ccc(Cl)cc1C(=O)NCCn1nc(-c2cccs2)cc1C | -8
O=S(=O)(Cc1noc2ccccc12)Nc1nccs1 | -7
COc1cc(C(=O)Nc2nc(-c3ccc(C(C)C)cc3)cs2)cc(OC)c1OC | -13
O=C(NC1CC1)C1CCCN(c2ccc(-c3ccccc3)nn2)C1 (configuration not stated) | -12
Cc1ccc(S(=O)(=O)c2nc(S(=O)(=O)c3ccccc3)sc2NCc2cccs2)cc1 | -6
Cc1ncn(CC(=O)N2CCC(S(=O)(=O)Cc3ccco3)CC2)c(=O)c1C | -3
COc1ccc(Cl)c2sc(N(CCN(C)C)C(=O)c3ccno3)nc12 | 4
COc1cc(C(=O)Nc2ccc(-c3ccc(S(C)(=O)=O)nn3)cc2)cc(OC)c1OC | 5
O=C(CSc1nnc(NC(=O)c2ccc3ccccc3c2)s1)c1ccccc1 | -4
O=C(NC1CC(O)C(CO)C1)c1ccc2nsnc2c1 (configuration not stated) | -4
CCCCOc1ccc(NC(=O)N2CCN(c3cc(C4CC4)nn3C)CC2)cc1 | -15
COC1(CNC(=O)Nc2ccc(C(F)(F)F)cc2)CCSC1 (configuration not stated) | 6
COc1ccc(N2CC(NC(=O)N3CCC(O)CC3)CC2=O)cc1OC (configuration not stated) | -6
O=C(CCc1cccc(Oc2ccc(F)cc2)c1)NCc1cccs1 | -27
CC(C)c1cc(=O)n(CC(=O)Nc2ccccc2C#N)cn1 | -2
CCn1c(SCC(=O)NN=C(C)c2ccco2)nnc1-c1ccccc1 | -18
COc1cc(NC(=O)N2CCN(c3cc(OC(C)C)nc(C)n3)CC2)cc(OC)c1OC | -1
CCOc1ccccc1NC(=O)NCCCn1ccc2cccnc21 | -5
COC(=O)c1c(-n2c(C)ccc2C)sc2c1CCC(C)C2 (configuration not stated) | 5&9
Cc1ccc(Nc2nc(NN=Cc3ccc4c(c3)OCO4)nc(N3CCOCC3)n2)cc1 | -6
O=S(=O)(Cc1cc(F)ccc1F)N1CCC(c2cccs2)CC1 | -24
N#Cc1cccnc1OC1CCN(C(=O)Nc2ccc(Cl)c(Cl)c2)CC1 | -9
O=C(NCc1cnn2c1CCCC2)c1ccc2ncsc2c1 | -11

5 entries from above in a different format:
Molecule	PriA SSB inh
COc1cccc(CNC(=O)c2c(O)nc3scc(C)n3c2=O)c1	-11
Nc1nc(SCC(=O)Nc2ccccc2Cl)ncc1S(=O)(=O)c1ccc(Cl)s1	-7&-2
O=C(c1ccccc1)c1ccc(CNC(=O)C2CC2)s1	-5
O=C(NCc1cnn2ccccc12)C1c2ccccc2Oc2ccccc21	-31
Cc1onc(-c2ccccc2Cl)c1C(=O)NCC1CN(c2ccccc2)C(=O)O1 (configuration not stated)	17

(next part)
SMILES | PriA SSB inh
O=C(NCc1cccs1)N1CCC(Cn2cccn2)CC1 | -5
CSc1ccc2nc(Nc3nc4c(Cl)cccc4s3)sc2c1 | -23&-7
Cc1ccc(Nc2cc(C)nc(Nc3ccc(NC(=O)Cc4ccccc4)cc3)n2)cc1 | 6
CNC(=O)CS(=O)(=O)C1CCN(C(=O)c2cc(C)cs2)CC1 | -11
CCCS(=O)(=O)N1CCCc2ccc(NS(=O)(=O)c3ccc(OC)cc3C)cc21 | 10
CCc1cccc2sc(N(Cc3ccncc3)C(=O)c3ccc(C#N)cc3)nc12 | 0
O=C(CCn1c(=O)sc2ccccc21)Nc1cccc2ccccc12 | 6
COC(=O)NC(C)c1nc2ccccc2n1CCOc1cccc(OC)c1 (configuration not stated) | 8
CC(=NNC(=O)CNC(=O)c1ccccc1Br)c1ccco1 | -3
O=c1[nH]c2sc3c(c2c(=O)n1Cc1ccco1)CCCC3 | 29
O=C(C1COc2ccccc2O1)N1CCN(Cc2nc3ccccc3[nH]2)CC1 (configuration not stated) | -15
O=C(Cc1ccccc1Cl)N1CCN(C(=O)C2CC2c2cccs2)CC1 (configuration not stated) | 4
CS(=O)(=O)Nc1cccc(NC(=O)C2CN(C(=O)c3cnccn3)C2)c1 | -9
O=S(=O)(NCCn1ccnc1-c1ncccn1)c1ccc(OC(F)(F)F)cc1 | 1
CS(=O)(=O)c1ccc(SCC(=O)N2CCOCC2)c([N+](=O)[O-])c1 | 2
O=C(CCc1ccc(Cl)c(Cl)c1)N1CC(S(=O)(=O)C2CCCCC2)C1 | -11
O=C(CSc1ccc2nnc(-c3ccccn3)n2n1)OCc1ccccc1 | 29
CC1(C)CO/C(=C\C(=O)C23CC4CC(CC(C4)C2)C3)N1C(=O)C12CC3CC(CC(C3)C1)C2 | -6
O=C(Nc1ccccc1Cc1nc(-c2cccs2)no1)c1ccccc1C(F)(F)F | -12
COc1ccccc1N1CCN(S(=O)(=O)CCNC(=O)COc2cccc(C)c2)CC1 | -20
O=c1cc(CN2CCN(c3ccc(F)cc3)CC2)occ1OC/C=C/c1ccccc1 | 27
CCCCCn1c(=O)[nH]c2cc(-c3nc(-c4cccc(Br)c4)no3)ccc2c1=O | -10
O=C(NCCn1ccc(-c2ccncc2)n1)c1ccc2c(c1)OCO2 | -4
COc1ccc(Nc2nc(N(C)C)nc3[nH]ncc23)cc1 | -5
CCOc1ccc(-c2cn3c(CC(=O)NN4CCN(C)CC4)csc3n2)cc1 | 4
O=C(CSc1nnc(-c2ccccc2)o1)NCC1CCCO1 (configuration not stated) | -25&-13
CC(O)(CNC(=O)COc1ccc2ccccc2c1)c1ccccc1 (configuration not stated) | -5
O=C(Nc1nnc(-c2cccc([N+](=O)[O-])c2)s1)c1c(F)cccc1Cl | -2
O=C(NCc1nnc(SCc2ccccn2)o1)c1c(F)cccc1F | 4
O=C(NCCC1CCCCN1S(=O)(=O)c1cccs1)c1ccc(Br)o1 (configuration not stated) | -16
O=C(NC1CCCC1)c1cn(Cc2cccc(F)c2)nc1OCc1cccc(F)c1 | -13&1
COc1ccc(-c2ccc(=O)n(CCCNS(=O)(=O)c3cccs3)n2)cc1 | 1
Cc1cc(=O)[nH]c(NC(=O)C2CCN(c3cc(-n4cncn4)ncn3)CC2)n1 | 20
CC1CCN(C(=O)N2CCN(S(=O)(=O)N(C)C)CC2)CC1 | -6
Cc1occc1-c1nnc2sc(/C=C/c3ccc(C(C)C)cc3)nn12 | 2
O=C(NCc1n[nH]c(=O)c2ccccc12)c1cc(C(F)(F)F)cc(C(F)(F)F)c1 | -10
COC(=O)c1ccc(Cn2cnc3c(cnn3-c3cccc(Cl)c3)c2=O)o1 | -11&4
O=c1nc2s/c(=C/c3ccccn3)c(=O)n2nc1-c1ccccc1 | 5

Assay outcomes as filed in PubChem.
